# Screening data: PubChem BioAssay, several laboratories
# OX1R antag-1: antagonists of human orexin 1 receptor; CHO/OX1R cells, Fluo-8 calcium fluorescence, orexin A; AID 434989; hit rate 0.43% among 330,000; O43613; inhibition, % at 5 µM;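 active means inhibition above its plate's threshold, mean inhibition of all tested compounds on the plate plus 3 SD, cut at about 37% in these data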;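 further: 0% = orexin A challenge wells and 100% = SB-334867-A antagonist wells; not every result past the cut was called active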
# Target sequence (O43613 whole entry, looked up): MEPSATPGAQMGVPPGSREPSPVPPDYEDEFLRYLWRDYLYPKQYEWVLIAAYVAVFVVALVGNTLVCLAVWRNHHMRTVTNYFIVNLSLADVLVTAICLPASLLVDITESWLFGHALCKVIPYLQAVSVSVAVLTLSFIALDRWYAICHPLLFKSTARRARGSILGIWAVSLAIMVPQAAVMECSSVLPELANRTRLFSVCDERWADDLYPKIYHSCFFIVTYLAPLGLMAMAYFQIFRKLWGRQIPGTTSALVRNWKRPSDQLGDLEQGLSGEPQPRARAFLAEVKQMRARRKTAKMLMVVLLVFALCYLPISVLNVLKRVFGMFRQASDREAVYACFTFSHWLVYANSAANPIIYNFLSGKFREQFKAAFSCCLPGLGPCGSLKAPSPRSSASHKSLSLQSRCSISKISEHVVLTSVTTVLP
# OX1R antag-2: OX1R (human) antagonism; AID 485270; hit rate 1.8% among 330,000; OX1R-expressing cells, FRET antagonist read-out; inhibition, % at 6.6 µM; O43613; in the data active means inhibition mostly above about 38%, no sharp cut-off; inactive means mostly below about 40%;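 further: 0% = agonist challenge alone and 100% = reference antagonist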
# STK33 inh: blocks human STK33 kinase activity; Q9BYT3; purified STK33, MBP phosphorylation, ADP-Glo luminescence; inhibition, % at 10 µM; hit rate 0.073% among 320,000; AID 2661;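 active means inhibition at or above 25%, using the most active replicate where run in duplicate; inactive means inhibition below 25%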
# Target sequence (Q9BYT3 whole entry, looked up): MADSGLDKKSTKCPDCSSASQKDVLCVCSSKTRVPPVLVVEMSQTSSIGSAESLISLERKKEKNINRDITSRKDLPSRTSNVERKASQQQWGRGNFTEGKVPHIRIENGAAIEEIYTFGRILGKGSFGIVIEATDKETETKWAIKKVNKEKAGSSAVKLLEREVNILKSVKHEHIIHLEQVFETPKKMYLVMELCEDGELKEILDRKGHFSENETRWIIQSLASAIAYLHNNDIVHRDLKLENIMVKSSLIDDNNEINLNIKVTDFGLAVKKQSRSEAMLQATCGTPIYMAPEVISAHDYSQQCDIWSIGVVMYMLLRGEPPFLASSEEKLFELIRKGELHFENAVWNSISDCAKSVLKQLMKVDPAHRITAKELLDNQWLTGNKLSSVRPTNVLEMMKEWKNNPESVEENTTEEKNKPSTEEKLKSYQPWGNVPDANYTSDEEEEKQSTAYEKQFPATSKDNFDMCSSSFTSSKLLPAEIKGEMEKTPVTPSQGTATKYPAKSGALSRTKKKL
# Starred values were filed as active, the others as inactive; nt = not tested or not shown. Hits appear at their usual frequency; any-hit rate near 2.2%.
OX1R antag-1	OX1R antag-2	STK33 inh	SMILES
-7.5	19.8	-0.2	CCOC(=O)c1c(C)[nH]c(C(=O)COC(=O)c2[nH]c(C)c(C(C)=O)c2C)c1C
-8.0	8.8	-1.6	CC(CN1CCCCC1)OC(=O)COc1ccc(Br)cc1 (configuration not stated)
-1.4	8.2	-0.2	CCc1nn2c(=O)cc(COC(=O)c3ccc(SC)cc3OC)nc2s1
-1.1	6.3	-0.4	O=C(CNC(=O)c1cccc(Cl)c1)NCC(c1cccs1)N1CCOCC1 (configuration not stated)
-42.7	19.8	-0.1	COC(=O)c1ccc(CSc2ccc3nnc(-c4ccccc4)n3n2)o1
-26.4	8.3	-0.2	CC1(C)Cc2c(c(N3CCOCC3)nc3sc(C(=O)Nc4ccccc4)c(N)c23)CO1
7.2	17.9	-0.9	O=S(=O)(Nc1ccc(N=Nc2ccccc2)cc1)c1ccccc1
5.5	5.6	-0.5	O=C1CC(C(=O)Nc2ccc(Cl)cc2)n2ncnc2N1 (configuration not stated)
-19.8	8.2	-1.6	O=C(c1ccc(OC2CCN(Cc3ccccn3)CC2)cc1)N1CCCCCC1
-26.2	18.6	-1.9	COc1ccc(NS(=O)(=O)c2cccc(C(=O)NCC(c3ccco3)N3CCCCC3)c2)cc1 (configuration not stated)
-7.9	-3.6	-1.3	Cc1ccc(/C=C/C(=O)Nc2sc(C)c(C)c2C(=O)OC(C)C)o1
-31.3	26.3	-1.1	O=C(Nc1ccc(N2CCOCC2)cc1)c1cccc(S(=O)(=O)N2CCCCCC2)c1
6.6	21.4	-1.9	COC(=O)c1sc2ccccc2c1-n1cccc1C(=O)C(=O)Nc1ccc(C)cc1
-30.5	7.0	-2.1	COc1cccc(N(CC(=O)NC2CCCCC2)C(=O)CCC(=O)Nc2nccs2)c1
-22.7	5.5	-1.9	COc1ccc(N(CC(=O)Nc2ccc3c(c2)OCO3)S(=O)(=O)c2ccccc2)cc1OC
-34.1	7.7	-0.6	CN(C)CCNC(=O)c1ccc2c(c1)NC(=O)c1ccccc1S2
-16.2	7.9	5.0	CC1=C(C(=O)Nc2ccccc2)C(c2ccncc2)n2nnnc2N1 (configuration not stated)
-23.7	28.6	-1.5	Cn1c(SCCS(=O)(=O)c2ccc(Cl)cc2)nnc1-c1ccccc1
-1.2	11.6	-0.5	CC(CCc1ccc(O)cc1)NCCC(c1ccccc1)c1ccccc1 (configuration not stated)
10.1	31.3	-1.5	CCOC(=O)c1ccc(NC(=O)CC2S/C(=N/N=C/c3c[nH]c4ccccc34)NC2=O)cc1 (configuration not stated)
-2.2	7.3	-1.0	COc1ccc(Oc2nccc(OC)c2C#N)cc1
5.6	6.9	-1.6	CCOc1cc(/C=C2\SC(=Nc3ccccc3)N(c3ccccc3)C2=O)ccc1OCC(=O)O
-8.8	29.2	59.6*	Oc1ccccc1-c1nc(NCCN2CCOCC2)c2ccccc2n1
17.4	6.0	1.7	C#CCOCCOCCOCCNc1nc(N2CCN(C(=O)C([C@@H](C)O)n3cc([C@@H](N)CCCCN)nn3)CC2)nc(N2CCN(C(=O)[C@H](CO)n3cc([C@@H](N)C(C)C)nn3)CC2)n1 (some centres not stated)
-35.5	10.7	0.1	Cc1ccc2c(C(=O)N3CCN(c4ccccc4)CC3)cc(-c3cccnc3)nc2c1C
-10.7	27.7	-1.8	COc1ccc(S(=O)(=O)n2nc(-n3c(C)ccc3C)c3c(F)cccc32)cc1OC
-15.2	11.3	-0.8	COc1ccc(/C=C/c2c(-c3ccc(OC)cc3)sc3ccc(N4CCOCC4)cc23)cc1
-7.9	11.6	-0.1	Cc1cc(C(=O)NNC(=O)c2cccc(Cl)c2)no1
-34.0	22.9	0.4	CCCCNC(=O)COC(=O)c1cc(S(=O)(=O)N2CCCCCC2)ccc1OC
-15.1	22.9	-0.1	CCCCOc1ccc(-c2nnn(CC(=O)Nc3ncc(CC(=O)OCC)s3)n2)cc1
-17.3	7.9	-4.3	O=CNCCc1nc2ccccc2n1CCc1ccccc1
-22.0	0.6	1.3	CC[C@]12c3[nH]c4ccccc4c3CCN1C(=O)C(CC(=O)NCc1cccc(C(F)(F)F)c1)C[C@@H]2C(=O)N1CCN(C(=O)c2ccco2)CC1 (some centres not stated)
-36.8	6.2	0.6	Cc1ccc(CN2C(=O)C(CC(C)C)Nc3ncnc(N4CCN(c5ccccc5)CC4)c32)cc1 (configuration not stated)
-9.0	3.0	-1.7	COc1ccc(NC(=O)CS(=O)c2ccc(Br)cc2)cc1 (configuration not stated)
4.0	7.2	-2.0	CC1(c2ccc3c(c2)OCCO3)NC(=O)N(CC(=O)Nc2ccccc2SCC#N)C1=O (configuration not stated)
-12.4	7.2	-1.2	Cc1ccc(S(=O)(=O)c2c(N)n(NC(=O)c3ccccc3C)c3nc4ccccc4nc23)cc1
-14.8	14.5	0.3	O=C(O)CCCCCNc1nc2ncn(Cc3ccccc3)c2c(=O)[nH]1
-9.8	10.1	-1.2	C/C(CCc1ccc2c(c1)OCO2)=N\N=C1\NC(=O)CC(C(=O)Nc2ccccc2F)S1 (configuration not stated)
-0.7	8.1	nt	O=C1[C@H](Oc2ccccc2)[C@@H](c2ccncc2)N1c1ccncc1
-13.7	5.3	-3.6	CN(C)S(=O)(=O)c1ccc(C(=O)Nc2ccc3c(c2)CCC3)cc1
-26.8	28.6	4.2	Cc1ccc(OC(=O)c2ccc(C)c(C)c2)cn1
-6.2	0.8	-1.3	CCOC(=O)C1CCN(Cc2ccc(N(C)C)cc2)CC1
-2.3	9.6	-0.5	O=C(NCCCn1ccnc1)/C(=C/c1ccc(F)cc1)NC(=O)c1ccccc1
1.4	5.1	-0.4	S=C(NCCCN1CCOCC1)NC1CCCC1
-4.0	11.0	1.9	OC(COc1ccc(Cl)cc1)CN1CCC(Cc2ccccc2)CC1 (configuration not stated)
-25.0	15.7	1.5	Cc1ccc(-n2cc(CNCCc3ncc(C)[nH]3)c(-c3ccc(F)cc3)n2)cc1
-0.6	26.3	-1.0	COc1ccccc1OC(C)C(=O)Nc1ccccc1C(=O)NCC1CCCO1 (configuration not stated)
-23.6	14.6	1.1	FC(F)(F)c1nnc2c(Sc3ccccn3)nc3ccccc3n12
7.2	11.2	-0.2	CCN(CCNC(=O)C1CCCN(S(=O)(=O)c2cnc[nH]2)C1)c1ccccc1 (configuration not stated)
-26.5	16.8	-2.0	CCc1ccccc1Nc1nc2ccccc2[nH]1
-9.5	4.4	-1.3	Oc1ccccc1/C=N/Nc1ccnc(SCc2ccccc2)n1
-9.2	11.7	-1.6	Fc1ccc(Nc2nc(N3CCOCC3)nc(N3CCOCC3)n2)cc1Cl
-18.8	20.7	-0.8	COc1ccc(S(=O)(=O)N2CCN(c3ccccc3OC)CC2)cc1
-21.6	11.3	0.8	Cc1nn(-c2ccccc2)c(C)c1/C=N/NC(=O)c1cc(-c2ccc(Br)s2)[nH]n1
-11.1	8.8	-0.8	CCn1c(SCC(=O)N2CCCC(C)C2)nc2c1c(=O)n(C)c(=O)n2C (configuration not stated)
-7.2	3.0	8.4	C(/CCc1ccccc1)=N\n1cnnc1
-5.0	8.8	0.7	O=C(O)c1ccccc1P(=O)(c1ccccc1)c1ccccc1
-10.3	18.5	-0.6	CC1CCCN(C(=O)c2cc(F)c(F)cc2Cl)C1 (configuration not stated)
-1.5	128.4*	2.3	NC(=O)c1ccc(NCc2ccco2)c([N+](=O)[O-])c1
-1.5	5.6	-0.1	CCOC(=O)Oc1ccc2oc(=O)cc(C)c2c1

# Filtered by structure: those above containing a COOH group.
OX1R antag-1	OX1R antag-2	STK33 inh	SMILES
5.6	6.9	-1.6	CCOc1cc(/C=C2\SC(=Nc3ccccc3)N(c3ccccc3)C2=O)ccc1OCC(=O)O
-14.8	14.5	0.3	O=C(O)CCCCCNc1nc2ncn(Cc3ccccc3)c2c(=O)[nH]1
-5.0	8.8	0.7	O=C(O)c1ccccc1P(=O)(c1ccccc1)c1ccccc1

# Other structures
OX1R antag-1	OX1R antag-2	STK33 inh	SMILES
-4.5	29.0*	-0.3	O=C(C[n+]1ccccc1)N/N=C/c1cc(Br)cc(Br)c1O
-16.1	-2.9	-0.4	O=C(CN(Cc1ccccc1)C(=O)c1cccc([N+](=O)[O-])c1)Nc1c(Cl)cc(Cl)cc1Cl
-2.6	2.8	-0.8	O=S(=O)(c1ccc(Cl)cc1)N1CCC2(CC1)CO2
-12.7	11.1	-1.0	COc1ccc(CCN2CC3=C(C2=O)C(c2ccccc2)NC(=O)N3C)cc1OC (configuration not stated)
-13.4	31.8	0.4	Cc1cc(C)nc(-n2nc(C)c3c(C(F)(F)F)cc(=O)[nH]c32)n1
-4.3	13.6	-0.7	COc1cc(CCC(=O)OCC(=O)Nc2ccccc2OC(F)F)cc(OC)c1OC
-4.8	12.7	-1.9	CC1(C)CC(=O)C(C=NCCN2CCN(CCCCS(=O)(=O)O)CC2)=C(O)C1
20.0	52.8	-1.2	CC[C@@H]1CC=C[C@H]2[C@H]1C(=O)N(Cc1ccccc1)[C@H]2c1ccc(OC)c(Cl)c1
-18.6	25.6	-1.3	COc1cc(O)c(C(CCN2CCCC(C)C2)c2cc(OC)c(OC)c(OC)c2)c(OC)c1 (configuration not stated)
-12.8	11.9	1.8	COC(=O)c1ccc(COc2ccc(/C=N/O)cc2)o1
8.8	3.5	0.2	O=C(Cc1ccc2c(c1)OCCO2)c1c(O)cc(O)cc1O
-4.1	9.0	-0.5	CC1CCCCN1C(=O)Cn1c(=O)n(C2CCCCC2)c(=O)c2ccccc21 (configuration not stated)
-24.1	18.3	1.3	CCc1ccc(NS(=O)(=O)c2cc3c4c(c2)CCN4C(=O)CC3)cc1
-20.6	0.4	0.3	Cc1ccc(C23CC4CC(CC(CC(=O)NC(C)(C)CO)(C4)C2)C3)cc1
-10.6	7.2	-0.5	S=C(NCCc1ccccc1)NCC1CCCO1 (configuration not stated)
10.3	15.0	13.5	CCOc1cc(/C=C2\SC(=S)N(C(C(=O)O)c3ccccc3)C2=O)ccc1O (configuration not stated)
-17.5	-9.5	-1.4	CCOc1ccc(OCCC(=O)N2CCN(S(=O)(=O)c3ccc(OCC)cc3)CC2)cc1
-7.5	8.8	-1.1	O=C(C[n+]1cc(-c2ccccc2)n2c1CCC2)Nc1nc(-c2ccc(F)cc2)cs1
-20.1	8.6	-0.1	CCOc1ccc(C(Nc2ccc(C)cc2)P2(=O)OCCC(C)O2)cc1 (configuration not stated)
0.1	31.3	-0.1	O=C1NN(c2ccccc2)C(=O)/C1=C\c1cccc(OC(=O)c2cccs2)c1
-25.8	9.1	0.3	O=C(c1ccc(Cl)cc1)N1CCC(O)(CSc2ccc(Cl)cc2Cl)CC1
-5.9	23.6	-0.4	Nn1c(SCc2ccc(Br)cc2)nnc1-c1ccncc1
-34.4	10.7	-0.4	COc1ccc(CN(CC2CCCO2)C(=O)c2cc3ccccc3oc2=O)cc1 (configuration not stated)
10.8	2.0	1.4	Cc1cc(=O)oc2cc(NC(=O)c3cc(F)ccc3F)ccc12
-0.7	0.6	-1.3	CS(=O)(=O)N(CC(=O)Nc1ccccc1C(=O)N1CCOCC1)c1ccc(Cl)cc1
-8.8	6.8	-2.3	Cc1cc(NC(=O)c2cc(C(C)C)on2)no1
-1.7	6.9	-0.7	Cc1ccccc1-c1nn[nH]n1
-14.3	-1.4	-1.4	CCN1CCN(C(=O)c2cc(COc3c(C)cccc3C)on2)CC1
-6.9	22.7	-0.8	C=CCn1c(Cc2cccc3ccccc23)n[nH]c1=S
-22.5	30.9	-0.1	COc1ccc(-c2ccccc2NC(=O)C2CCCN(Cc3ccco3)C2)cc1 (configuration not stated)

# Complete entries as entered above. Order of screens: OX1R antag-1 | OX1R antag-2 | STK33 inh
# Cc1cc(=O)oc2cc(NC(=O)c3cc(F)ccc3F)ccc12 in the list: 10.8 | 2.0 | 1.4
# CCN1CCN(C(=O)c2cc(COc3c(C)cccc3C)on2)CC1 in the list: -14.3 | -1.4 | -1.4
# O=C(CN(Cc1ccccc1)C(=O)c1cccc([N+](=O)[O-])c1)Nc1c(Cl)cc(Cl)cc1Cl in the list: -16.1 | -2.9 | -0.4
# O=C(c1ccc(Cl)cc1)N1CCC(O)(CSc2ccc(Cl)cc2Cl)CC1 in the list: -25.8 | 9.1 | 0.3

# Remaining list, next part
OX1R antag-1	OX1R antag-2	STK33 inh	SMILES
-20.0	25.9	-0.1	COc1ccc(CCNC2CC(=O)N(C3CCCCC3)C2=O)cc1OC (configuration not stated)
-9.0	20.6	1.0	Cc1[nH]c2ccccc2c1CN1CCC(CO)(Cc2ccccc2)CC1
-23.2	7.2	1.2	Cc1cc(C)nc(N2CCC(C(=O)NCc3ccco3)CC2)n1
5.1	2.8	nt	CN(C(=O)CSc1nnc(-c2c[nH]c3ccccc23)n1C1CC1)C1CCS(=O)(=O)C1 (configuration not stated)
-28.8	5.6	-0.6	CC(C(=O)OCC(=O)c1cccc([N+](=O)[O-])c1)N1C(=O)C2C3C=CC(C3)C2C1=O (configuration not stated)
-4.1	6.1	-1.3	O=C1C(=O)N(Cc2ccncc2)C(c2cccc(O)c2)/C1=C(\O)c1ccc2c(c1)OCCO2 (configuration not stated)
3.0	22.1	1.1	CC(C)(C)N1OC2CC1c1nc3ccccc3n1C2 (configuration not stated)
-21.7	44.9	-0.2	COc1c(C)cc(Br)cc1C(=O)Nc1cccc(-c2nc3ncccc3o2)c1
-18.9	11.2	-1.3	O=C(CNC(=S)N(CCCN1CCOCC1)Cc1cccs1)NC1CCCC1
-16.0	9.0	-1.0	Cc1c(C(=O)N(Cc2nccn2C)C(C)C)oc2c(F)cccc12
-24.8	26.2	-2.0	CCOC(=O)C1=C(CN2CC(C)CC(C)C2)NC(=O)NC1c1ccc2c(c1)OCO2 (configuration not stated)
0.0	32.8	-0.7	CC(=O)Cc1nsc(NC(=O)c2ccc(-c3cccc(C(F)(F)F)c3)o2)n1
-10.8	7.3	-0.7	COc1ccc(CCCC(=O)O)c(C)c1
